High-throughput results (PubChem BioAssay)
GSIS activator = primary screen for activators of insulin secretion dependent on glucose, INS-1E cells, GLuc reporter luminescence; activation, % at 16.6 µM; AID 743287; 370,000 compounds, 0.61% hits; INS-1E GLuc reporter insulin secretion, 2-3 h;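 active = lowest replicate activation of at least 40%, so every replicate reaches that level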;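 also: 0% = median of neutral control wells and 100% = median of IBMX positive control wells; some compounds called inactive have numbers as strong as hits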
DENV2 CPE rescue = protects cells from dengue virus 2 cytopathic effect | DENV2-infected cells, cytopathic effect rescue, plate reader | CPE inhibition, % at 9.99 µM | 350,000 compounds, 1.7% hits | AID 651640; in the data active = CPE inhibition above about 20%, passing the limit was not always enough; inconclusive = no clear call, values can overlap the other calls; tested in BHK-21 cells;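 also: 0% = median of neutral control wells and 100% = median of positive control wells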
RAD54 branch = inhibitors of human RAD54 branch migration; inhibition, % at 10.4 µM; AID 602329; Q92698; 360,000 compounds, 0.14% hits; RAD54 Holliday junction branch migration, FAM/BHQ fluorescence;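 active = mean normalized replicate activity at least 40 and at least half of replicates scoring 40 or more; inconclusive = only one of the two criteria met; inactive = mean below 40 and under half of replicates reaching 40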;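 also: 0% = median of neutral control wells and 100% = median of positive control wells; inhibitors cause a drop in the FAM fluorescence signal; in these data hits start at about 50%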
RAD52 inh = RAD52 (human) annealing inhibition | recombinant RAD52 DNA annealing, FRET fluorescence | inhibition, % at 18.7 µM | 360,000 compounds, 0.46% hits;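 active = every replicate showing at least 50% inhibition; inconclusive = mean inhibition at least 50% but not in every replicate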
Target sequence (P43351 whole entry, looked up): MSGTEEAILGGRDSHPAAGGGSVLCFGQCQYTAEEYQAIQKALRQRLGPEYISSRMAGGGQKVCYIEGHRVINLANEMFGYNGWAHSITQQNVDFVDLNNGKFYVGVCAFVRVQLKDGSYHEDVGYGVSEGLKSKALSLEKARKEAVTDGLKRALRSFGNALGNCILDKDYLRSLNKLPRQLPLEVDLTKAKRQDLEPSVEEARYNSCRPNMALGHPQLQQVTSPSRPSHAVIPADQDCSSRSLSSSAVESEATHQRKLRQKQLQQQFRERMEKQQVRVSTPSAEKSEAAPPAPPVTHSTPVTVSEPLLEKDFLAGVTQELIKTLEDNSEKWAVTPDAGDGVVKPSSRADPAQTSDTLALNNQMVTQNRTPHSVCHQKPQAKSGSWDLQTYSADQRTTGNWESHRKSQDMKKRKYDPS
F508del corr = correctors of CFTR F508del function in bronchial epithelial cells | CFBE cells, YFP halide quenching; stimulated with forskolin plus potentiator P3; % fluorescence drop versus neutral controls | 350,000 compounds, 0.36% hits | activity (quench increase), % at 7.58 µM;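 active = mean added fluorescence quench of at least 8% versus neutral control, with both replicates also reaching 8%; inconclusive = only one of the mean or replicate conditions met; inactive = mean below 8% and not both replicates reaching 8%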;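 also: cells transiently co-express mutant CFTR-F508del with the halide-sensitive YFP; corrector assay measuring rescue of mutant channel to the surface after 24 h compound exposure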
Casp6 inh = inhibitors of human caspase-6 | purified caspase-6, Z-VEID-R110 cleavage fluorescence | 350,000 compounds, 0.53% hits | inhibition, % at 12.5 µM | P55212;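 active = mean inhibition across replicates at least about 35%, with every replicate also reaching that limit, limit read from the data; inconclusive = only one of the two criteria met; inactive = neither criterion met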;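 also: 0% = median of neutral control wells and 100% = no fluorescence left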
XiGFP reactiv = activators of X-chromosome reactivation in mouse fibroblasts; XiGFP mouse fibroblasts, % GFP-positive cells imaging, 3 d; cells co-treated with 5-aza-dC sensitizer; scaled so ellipticine positive control = 100%; activation, % at 7.58 µM; 360,000 compounds, 0.055% hits;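 active = mean normalized replicate activation at least 10% and every replicate at or above 10%; inconclusive = only one of the two criteria met; inactive = mean below 10% and not all replicates reach 10%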;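 also: 0% = median of on-plate neutral control wells and 100% = ellipticine 6 µM median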
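System: XiGFP fibroblasts, SV40-immortalized. Medium: DMEM plus 5-aza-dC sensitizer. Doses: single point. Timing: 3 d treatment, 15 min room-temperature fixation. Control set: ellipticine 6 µM.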
E-sel inducer = induces E-selectin expression in human endothelial cells; HUVEC E-selectin immunofluorescence imaging; normalized: neutral wells 0, TNF-alpha wells 100; activation, % at 7.58 µM; P16581; 260,000 compounds, 0.37% hits;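 active = mean E-selectin-positive cell signal at least 10% of the positive control, reached in at least 60% of replicates, without over 20% cell loss; inconclusive = no rule given, readout overlaps actives, possibly toxicity-flagged; inactive = the rest, including those meeting only one limit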;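 also: in these data hits start at about 27%; measured in HUVEC primary endothelial cells; signal is the percent of cells scored E-selectin positive by PE staining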
Target sequence (P16581 whole entry, looked up): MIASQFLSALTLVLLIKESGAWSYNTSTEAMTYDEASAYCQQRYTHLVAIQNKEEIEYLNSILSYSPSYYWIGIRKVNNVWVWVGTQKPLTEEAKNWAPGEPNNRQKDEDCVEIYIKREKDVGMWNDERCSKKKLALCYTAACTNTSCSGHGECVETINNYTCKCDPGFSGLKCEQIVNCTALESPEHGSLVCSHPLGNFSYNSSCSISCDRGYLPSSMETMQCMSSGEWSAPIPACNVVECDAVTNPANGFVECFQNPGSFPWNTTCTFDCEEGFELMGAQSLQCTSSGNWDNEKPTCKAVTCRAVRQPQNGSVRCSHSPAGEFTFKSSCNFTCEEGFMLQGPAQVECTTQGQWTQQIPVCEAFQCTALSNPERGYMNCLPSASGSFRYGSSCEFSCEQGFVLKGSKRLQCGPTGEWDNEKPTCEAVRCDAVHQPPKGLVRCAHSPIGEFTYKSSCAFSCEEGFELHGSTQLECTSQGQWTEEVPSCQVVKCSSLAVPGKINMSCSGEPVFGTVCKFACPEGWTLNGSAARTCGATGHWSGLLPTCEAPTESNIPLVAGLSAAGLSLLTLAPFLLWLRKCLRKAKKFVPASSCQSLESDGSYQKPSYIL
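Test system: HUVEC; input: 3,000 HUVEC/well; measured by: immunofluorescence imaging; read-out: % PE-positive cells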
An asterisk follows results filed as active; ? = inconclusive; · = no result given; & = joins results of further samples.

Screens in order – GSIS activator, DENV2 CPE rescue, RAD54 branch, RAD52 inh, F508del corr, Casp6 inh, XiGFP reactiv, E-sel inducer
> C[C@H](CO)N1C[C@H](C)[C@H](CN(C)S(=O)(=O)c2ccc(F)cc2)Oc2c(NC(=O)Nc3ccc4c(c3)OCO4)cccc2C1=O
→ -9, ?, -11, -4, -4.4, -1, 0.8, ·
> COc1cc(C(=O)NCC2CCCCC2)ccc1OCc1c(C)noc1C
→ 1, 4, 1, -7, 2.6, 3, 0.0, -1.0
> C[C@@H]1CCCCO[C@@H](CN(C)Cc2ccc(C(F)(F)F)cc2)[C@@H](C)CN([C@@H](C)CO)C(=O)c2cc(NC(=O)CCC(F)(F)F)ccc2O1
→ -13, -3, -13, -75, -0.9, 2, -1.1, 0.4
> O=C(CCC(=O)Nc1ccccc1)NNS(=O)(=O)c1ccc(Cl)cc1
→ -5, -9, -5, -7, -0.4, 5, 0.2, 0.8
> CC=Cc1ccc2n(c1=O)C[C@H]1[C@H](CO)[C@@H](C(=O)NC3CCCC3)N(Cc3ccccc3)[C@@H]21 (mixture of isomers)
→ -3, -2, -7, -5, -0.3, 9, 0.5, -0.4
> O=C(Nc1ccc(SC(F)F)cc1)C1CC(=O)N(Cc2ccccc2)C1 (stereo not given)
→ 2, 22*, -2, -20, -1.2, 3, 0.2, 0.9
> C[C@H]1CN([C@@H](C)CO)C(=O)Cc2cc(NC(=O)Nc3ccccc3)ccc2O[C@H]1CN(C)CC1CC1
→ -1, -2, -3, 4, 0.6, -13, 0.4, -0.2
> CCCCC(CC)C(=O)Oc1ccc(O)c(C(C)(C)C)c1 (stereo not given)
→ 511*, 11, 3, 12, -1.9, 0, 0.4, ?
> C[C@@H]1CCCCO[C@@H](CN(C)S(=O)(=O)c2cn(C)cn2)[C@@H](C)CN([C@H](C)CO)C(=O)c2cc(NC(=O)Nc3ccc(F)cc3)ccc2O1
→ 13, 11, -7, -5, -0.6, -1, 0.0, 0.0
> O=C(Nc1ccc(C(F)(F)F)cc1)N[C@H]1CC[C@@H](CC(=O)N2CCCCC2)O[C@H]1CO
→ -16, -1, -5, ·, 4.1, ·, -0.1, 0.4
> O=C(O)CCCn1nc(-c2ccccc2)c2ccccc21
→ 31, 0, -11, -20, -1.4, 0, -0.1, -0.9
> O=C(Nc1ccc(N2CCOCC2)c(Cl)c1)c1ccc([N+](=O)[O-])o1
→ -4, -6, ·, -7, -3.8, 7, 0.5, ·
> CC12CC3(C)CC(C)(C1)CC(C(=O)NC(=S)NC(C)(C)C)(C2)C3
→ -5, ·, ·, -12, 0.1, -1, 0.1, 0.3
> CC1=C(c2ccccc2)CCC1=O
→ 5, 18, -4, -6, -0.3, -1, 0.0, -0.1
> C=CCN1C(=O)[C@]2(O[C@H](CCn3cc([C@H](O)c4ccccc4)nn3)[C@@H]([Si](C)(C)c3ccc(OC)cc3)[C@@H]2C)c2cc(N3CCOC3=O)ccc21
→ ·, -4, 1, -3, 3.8, 2, ·, ·
> O=C(NCC[C@H]1CC[C@@H](NC(=O)C2CCCC2)[C@@H](CO)O1)Nc1ccc(Cl)cc1
→ 36, -1, -3, 5, 2.1, -1, -0.1, -0.1
> O=C(Nc1ccc2[nH]c(=O)[nH]c2c1)c1ccc(Cl)c(Cl)c1
→ 15, -14, ·, -9, 0.9, 0, 0.3, ·
> Cc1sc2cc3c(c(C(=O)c4ccccc4)[n+]2c1C)-c1cccc2cccc-3c12
→ -50, 36*, ·, 103*, ·, 8, 0.4, ·
> COC(=O)c1ccccc1NC(=O)CSc1nc(O)c(-c2ccccc2)c(=O)[nH]1
→ 6, -2, ·, -24, -2.3, 10, 0.0, ·
> C[C@H]1CN([C@@H](C)CO)S(=O)(=O)c2ccc(-c3cncnc3)cc2O[C@H]1CN(C)C(=O)c1cccc(F)c1
→ 37, -2, 7, 0, 0.7, -1, -0.5, -0.1
> CS(=O)(=O)C1=NSC2=NC(=O)/C(=C\c3ccc(OC(=O)c4ccco4)c(Br)c3)C(=N)N21
→ 12, 1, -10, -372, -1.4, 12, 0.1, ·
> Cc1ccc(C(=O)N/N=C\c2sccc2C)cn1
→ -10, 1, ·, -6, -5.7, 1, 0.1, ·
> COc1ccccc1NS(=O)(=O)c1ccc(C(=O)NCC(c2cccs2)N2CCOCC2)cc1 (stereo not given)
→ ·, 10, 1, -8, 1.2, 3, -1.1, -0.2
> CC(C)NC(=O)NC(=O)COC(=O)c1ccc(S(=O)(=O)NCc2ccco2)cc1
→ 7, -6, -7, -6, -3.5, 5, 0.0, -0.1
> CC(C)Oc1ccc(N2CC(C(=O)NC3=NCCS3)CC2=O)cc1 (stereo not given)
→ -7, ·, ·, -16, 0.6, ·, 0.1, -0.7
> CC(=O)Nc1ccc(NS(=O)(=O)c2cc(Cl)ccc2Cl)cc1
→ ·, -1, 12, 8, -1.4, 4, -0.1, -0.1
> Nc1ccccc1SCC(=O)Nc1ccc2c(c1)OCCO2
→ 10, -1, -8, -5, -2.8, 0, 0.1, 0.1
> Cc1ccc(C)c(N(CC(=O)N/N=C/c2ccc(-c3ccc([N+](=O)[O-])cc3)o2)S(=O)(=O)c2ccccc2)c1
→ 0, 3, 1, -60, -4.4, -1, ·, ·
> Cc1cc(C)n2nc(SCC(=O)NC3(C#N)CCCCC3)nc2n1
→ 25, -7, -5, -17, -0.4, -4, 0.1, -0.1
> NC(=O)c1c(NC(=O)c2cccc(N3C(=O)CCC3=O)c2)sc2c1CCCCC2
→ 8, 1, -10, -11, 1.3, 2, 0.5, -0.1
> Nn1c(SCC(=O)Nc2ccc(S(N)(=O)=O)cc2)nnc1-c1ccco1
→ 5, 2, -8, -23, 3.4, 2, 0.0, ·
> Cc1nnsc1C(=O)N1CCCC(N2CCN(c3ccc(F)cc3)CC2)C1 (stereo not given)
→ 6, -6, 5, 2, -1.1, 0, -0.1, 0.2
> O=C(CN1C(=O)c2ccccc2C1=O)Nc1cc(C(=O)O)cc(C(=O)O)c1
→ -5, -6, -6, -14, -1.3, 1, 0.2, 0.2
> CCC(=O)Nc1ccc(S(=O)(=O)Nc2ccccn2)cc1
→ -2, 8, ·, -16, -2.9, -2, 0.0, 1.2
> COc1ccc(Cc2nc(=S)[nH][nH]2)cc1Br
→ 6, 2, -20, -21, 4.1, -1, 0.3, 2.6
> COc1ccc(-c2noc(CCC(=O)NCCc3ccccc3)n2)cc1
→ -11, -1, -12, -5, 1.2, -1, -0.1, 0.1
> O=C(CC1(O)C(=O)Nc2ccccc21)c1cccc(-n2cccc2)c1 (stereo not given)
→ -5, 7, -4, -12, -0.6, 6, 0.3, 3.8
> CO[C@@H]1CN(C)C(=O)c2ccc(NC(=O)Nc3c(C)noc3C)cc2OC[C@@H](C)N(CC2CC2)C[C@@H]1C
→ 16, -3, 1, 2, 2.8, -8, -0.1, 0.7
> COC(=O)C[C@@H]1CC[C@@H](NS(=O)(=O)c2ccc(OC)cc2)[C@@H](CO)O1
→ -5&1, -7&-12, -9, 10&-1, -0.5&-2.3, -1&-2, -0.9&-0.2, -0.1&-0.2
> O=C(Cc1cccnc1)N1CC(=O)N2[C@H](C1)[C@@H](c1ccc(C3=CCCC3)cc1)[C@@H]2CO
→ 4, 14, ·, 8, 1.3, 2, -0.1, 0.0
> COc1cccc(N2CCN(C(=O)c3ccc(CS(=O)c4ccccc4C)o3)CC2)c1 (stereo not given)
→ -3, 7, -2, -3, 4.9, 2, 0.7, ·
> CCCCC[C@@H](C)N1C[C@@H](COCc2ccccc2)Oc2cc(N3CCC[C@@H]3COC)ccc2S1(=O)=O
→ 2, 4, ·, -10, -1.0, -3, 0.1, -0.2
> C[C@H](CO)N1C[C@H](C)[C@H](CN(C)CC2CC2)Oc2c(NS(=O)(=O)c3ccccc3)cccc2C1=O
→ 3, 17, 6, 13, -2.1, -1, 0.0, 5.9
> COc1ccc(/C(C)=N/Nc2nccnc2Cl)cc1
→ 6, 2, -1, -2, 1.2, 0, 0.1, -0.8
> Cc1ccc(N(CC(=O)NCc2ccc(F)cc2)S(=O)(=O)c2c(C)n[nH]c2C)cc1
→ 0, 4, ·, -5, 0.5, -1, 0.3, ·
> COCCn1c(C)cc(C(=O)COC(=O)CNC(=O)c2ccccc2)c1C
→ 9, 0, ·, -1, ·, 0, 0.1, ·
> CCCNC(=O)[C@H]1[C@H](CO)[C@H]2Cn3c(ccc(-c4ccc(F)cc4)c3=O)[C@@H]1N2Cc1ccccc1F
→ -21, -5, -4, 10, 1.4, -2, 0.2, -0.4
> COCC(=O)N[C@@H]1C[C@@H]2O[C@@H](CO)CC[C@@H]2O[C@@H]1CCc1ccc(-c2ccccc2)cc1
→ ·, 15, ·, -5, -0.7, 3, ·, ·
> COc1ccccc1CNC(=O)c1oc2ccc(S(=O)(=O)N3CCOCC3)cc2c1C
→ -1, 0, 0, 3, 1.9, -3, 0.5, -0.2
> CC1CCN(c2c(NCc3ccc(C(=O)NCC4COc5ccccc5O4)cc3)c(=O)c2=O)CC1 (stereo not given)
→ -3, -7, -1, -7, 4.4, -2, 0.0, 0.2

(more compounds)
Screens in order – GSIS activator, DENV2 CPE rescue, RAD54 branch, RAD52 inh, F508del corr, Casp6 inh, XiGFP reactiv, E-sel inducer
> O=C(O)c1ccccc1NCc1cccs1
→ ·, 3, -3, -7, 4.6, 7, 0.0, ·
> CCCCn1c(N)c(N(CCC(C)C)C(=O)COC(=O)c2ccccc2)c(=O)[nH]c1=O
→ -4, -8, ·, -20, -0.8, 10, 0.4, -0.2
> CC(=O)c1ccc(N2CCN(C(=O)c3cc4c(-c5ccccc5F)nn(C)c4s3)CC2)cc1
→ -53, 3, 3, -7, 1.6, -7, 0.1, ·
> O=C(O)c1ccc(/C=N/NC(=O)c2ccc3c(c2)OCCO3)cc1
→ 4, 0, 7, 3, 1.1, -2, 0.0, ·
> C[C@@H]1CN([C@@H](C)CO)C(=O)c2cc(NC(=O)C3CC3)ccc2O[C@H]1CN(C)S(C)(=O)=O
→ 5, -2, 3, 7, 0.8, 0, 0.3, 0.9
> COCCCn1c(=O)c2ccccc2n(CC(=O)NCCC2=CCCCC2)c1=O
→ -7, 0, 6, 4, 2.3, 0, -0.1, 0.2
> CN(C(=O)COc1ccccc1C(=O)NCCOc1ccccc1)c1ccccc1
→ -58, 0, ·, 0, ·, 3, 0.0, 0.3
> COC(=O)[C@@]1(Cc2ccc(OC)cc2)[C@H]2c3cc(C(=O)N4CCCC4)n(CCN4CCOCC4)c3C[C@H]2CN1C(=O)c1ccccc1
→ -12, 13, ·, -8, 2.9, 2, 0.0, 0.0
> CCCS(=O)(=O)N1CCN(CCCc2ccccc2)CC1
→ 6, 18, 6, 3, 0.4, 6, ·, ·

Hits appear at their usual frequency; overall some 3.7% were active at least once.
